Screening results from PubChem BioAssay.
AmpC no deterg – AmpC beta-lactamase inhibition without detergent; AmpC nitrocefin hydrolysis, absorbance 480 nm, 0.0001% Triton; Potency, µM (highest dose often 57.1 µM), inactives show at the highest dose activity change, negative = inhibition, hits mostly inhibitors; 330,000 tested, 0.52% active;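 further: potency means the concentration at half of the fitted maximal effect; plate controls were no compound for no effect and no enzyme for full effect; nearly all actives have a fitted effect of over 20% in size; some results filed as inactive show a strong effect at the top dose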
Target sequence (P00811 whole entry, looked up): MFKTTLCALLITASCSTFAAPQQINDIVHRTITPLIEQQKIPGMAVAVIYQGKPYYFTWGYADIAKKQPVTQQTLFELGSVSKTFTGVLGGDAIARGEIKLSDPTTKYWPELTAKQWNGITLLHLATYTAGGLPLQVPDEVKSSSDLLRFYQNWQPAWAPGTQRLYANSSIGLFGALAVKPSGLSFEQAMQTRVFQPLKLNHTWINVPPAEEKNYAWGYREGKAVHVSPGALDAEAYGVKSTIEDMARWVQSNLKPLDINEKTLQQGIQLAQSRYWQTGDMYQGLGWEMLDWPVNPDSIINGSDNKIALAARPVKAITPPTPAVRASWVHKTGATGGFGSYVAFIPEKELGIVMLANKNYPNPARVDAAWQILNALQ
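AmpC (5.3 nM in the dispensed reagent) in 20 mM phosphate pH 7.0 with 0.01% (detergent screen) or 0.0001% Triton X-100 was preincubated with compounds for 15 min at room temperature. Nitrocefin was then added from an 800 uM solution, and hydrolysis was followed at 480 nm.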
Shiga inhibitor – Shiga toxin inhibition. AID 2315. inhibition, % at 38.7 µM. 290,000 tested, 9.2% active. Vero cells, Shiga toxin protein synthesis inhibition reporter; in the data active means inhibition mostly above about 28%, no sharp cut-off; inactive means mostly below about 43%; further: 0% is about no effect
Pf growth 48h – inhibits P. falciparum growth in the first generation, 48 h. P. falciparum luciferase growth in erythrocytes, 48 h. Potency, µM (top dose mostly 28.7 µM), without a hit: at the top dose activity change, negative = inhibition, most hits filed as inhibitors. 310,000 tested, 5.9% active; further: potency means the concentration at half of the fitted maximal effect; on the % scale 0 is the no-effect control and ±100 the full control effect
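Growth was read as firefly luciferase luminescence after a 48 h, 37 C, 5% CO2 exposure of compounds to reporter-bearing P. falciparum cultures (0.1% parasitemia, 2% hematocrit final) in Albumax-supplemented RPMI 1640.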
LmPK inhibitor – inhibitors of Leishmania mexicana pyruvate kinase. Q27686. purified LmPK, Kinase-Glo ATP luminescence, 1 h. Potency, µM (titrated, usually from 57.5 µM), for inactives: at the top dose activity change, negative = inhibition, hits mostly inhibitors. 290,000 tested, 0.37% active. AID 1721; further: potency means the concentration at half of the fitted maximal effect; on the % scale 0 is the no-effect control and ±100 the full control effect
Target sequence (Q27686 whole entry, looked up): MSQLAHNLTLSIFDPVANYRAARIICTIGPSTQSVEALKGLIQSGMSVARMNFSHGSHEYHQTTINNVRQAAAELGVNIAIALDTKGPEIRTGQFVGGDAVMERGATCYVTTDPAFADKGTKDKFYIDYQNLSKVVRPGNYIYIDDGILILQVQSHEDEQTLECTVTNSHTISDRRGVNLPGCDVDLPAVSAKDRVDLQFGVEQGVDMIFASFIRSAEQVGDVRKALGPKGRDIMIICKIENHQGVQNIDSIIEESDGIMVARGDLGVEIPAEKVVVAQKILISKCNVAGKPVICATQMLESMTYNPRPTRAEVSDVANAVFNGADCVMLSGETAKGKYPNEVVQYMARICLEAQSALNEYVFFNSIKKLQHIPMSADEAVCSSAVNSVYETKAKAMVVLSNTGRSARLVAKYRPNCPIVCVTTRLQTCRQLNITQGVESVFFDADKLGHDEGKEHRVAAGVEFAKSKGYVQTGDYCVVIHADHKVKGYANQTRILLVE
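qHTS format; LmPK 0.1 nM; substrates PEP 0.5 mM and ADP 0.1 mM. One-hour room-temperature incubation, then coupled luciferase luminescence; 0.5 nM enzyme wells mark activation.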
Pf growth 96h – P. falciparum growth inhibition at 96 hour, primary screen for plastid delayed-death inhibitors; 320,000 tested, 6.9% active; P. falciparum luciferase reporter growth, 96 h; Potency, µM (top dose mostly 28.7 µM), for the others: at the top dose activity change, negative = inhibition, hits mostly inhibitors; further: potency means the concentration at half of the fitted maximal effect; on the % scale 0 is the no-effect control and ±100 the full control effect
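Plates of compound plus infected erythrocytes (2% hematocrit, 0.05% parasitemia final) incubate 96 hours, 37 C, 5% CO2. Detection reagent added; reduced luminescence from the parasites' luciferase reporter flags inhibition.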
Tb PYK inh – T. brucei pyruvate kinase inhibition | AID 624173 | Potency, µM (doses to about 76.8 µM), without a hit: top-dose activity, negative = inhibition, usual class: inhibitors | 410,000 tested, 0.12% active | TbPYK enzyme, Kinase-Glo Plus ATP luminescence, 45 min; further: potency means the concentration at half of the fitted maximal effect; on the % scale 0 is the no-effect control and ±100 the full control effect; nearly all actives have a fitted effect of over 50% in size
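Screened from lowest to highest concentration, compounds were pinned into TbPYK/substrate mixtures, and ADP (130 uM final) was added. Plates sat at room temperature for 45 min prior to Kinase-Glo Plus detection by luminescence.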
CHX counter – counter-screen for Shiga toxin inhibitors: cycloheximide protein synthesis inhibition. AID 2314. cell reporter, cycloheximide protein synthesis inhibition counterscreen. max response, %. 300,000 tested, 12% active; in the data active means max response mostly above about 13%, no sharp cut-off; inactive means mostly below about 14%; further: read at 38.3 µM for the half of the compounds with a filed dose; 0% is about no effect
* = called active by the depositor; ? = inconclusive; nt = no result given; [ ] = remark or other dose. Unless noted, the call rests on the fitted dose curve; in most records, active means well fitted curve in the direction sought with a large enough effect; inconclusive means small, poorly fitted or top-dose-only effect, or another doubt; inactive means no such curve, though single readings can be large; an effect the other way counts as inactive or inconclusive.

The first 13 records (preview)
SMILES	AmpC no deterg	Shiga inhibitor	Pf growth 48h	LmPK inhibitor	Pf growth 96h	Tb PYK inh	CHX counter
CCOC(=O)Cc1csc(NC(=O)CSc2nncn2C)n1	-1%	14	?	7%	-16%	4%	0
CS(=O)(=O)c1ccccc1C(=O)Nc1cc2c(cc1C(=O)O)OCCCO2	-14%	5	0%	3%	16%	0%	-2
CCOC(=O)c1ccccc1NC(=O)Cn1cnc2c(nnn2-c2ccc(C)cc2)c1=O	-7%	-9	7%	2%	25%	-1%	-1
CS(=O)(=O)NNC(=O)CN1C(=O)C2C3C=CC(C3)C2C1=O (stereo not drawn)	-14%	-11	19%	3%	48%[activator]	2%	10
CCOc1ccccc1NC(=O)CSc1nnc(CNC(=O)c2ccccc2F)o1	-12%	-2	7%	-3%	?	0%	2
COC(=O)c1cc2ccccn2c2c(C(=O)OC)c(C(=O)OC)cc1-2	-15%	-15	nt	-2%	-10%	7%	-5
CC(C)NS(=O)(=O)c1ccc(OCC(=O)NCc2ccco2)cc1	-5%	4	-9%	3%	?	4%	-5
CCOC(=O)c1ccccc1NC(=O)CN1C(=O)c2ccccc2S1(=O)=O	-12%	-23	4%	-11%	13%	8%	-2
Cc1cccc(-c2nc3ccccc3c(=O)n2NC(=O)Cc2ccc(Cl)cc2)c1	-19%	-5	1%	1%	13%	4%	0
O=C(NNc1cc(Cl)cc(Cl)c1)c1c(F)cccc1Cl	-54%	-17	14%	0%	34%[activator]	0%	1
CC(C)(C)OC(=O)N1CCC(NC(=O)c2[nH]cnc2C(=O)Nc2ccccc2)CC1	23%	nt	?	nt	?	1%	nt
COCCn1c(=NC(=O)c2cc(Cl)sc2Cl)sc2cc(S(N)(=O)=O)ccc21	-31%	-14	12%	2%	12%	1%	-3
O=C(NCc1ccc(F)cc1)c1cnc(-c2ccccn2)nc1C(F)(F)F	3%	-11	nt	5%	25%	-3%	-4

Results, previewed entries included:
SMILES	AmpC no deterg	Shiga inhibitor	Pf growth 48h	LmPK inhibitor	Pf growth 96h	Tb PYK inh	CHX counter
CCOC(=O)Cc1csc(NC(=O)CSc2nncn2C)n1	-1%	14	?	7%	-16%	4%	0
CS(=O)(=O)c1ccccc1C(=O)Nc1cc2c(cc1C(=O)O)OCCCO2	-14%	5	0%	3%	16%	0%	-2
CCOC(=O)c1ccccc1NC(=O)Cn1cnc2c(nnn2-c2ccc(C)cc2)c1=O	-7%	-9	7%	2%	25%	-1%	-1
CS(=O)(=O)NNC(=O)CN1C(=O)C2C3C=CC(C3)C2C1=O (stereo not drawn)	-14%	-11	19%	3%	48%[activator]	2%	10
CCOc1ccccc1NC(=O)CSc1nnc(CNC(=O)c2ccccc2F)o1	-12%	-2	7%	-3%	?	0%	2
COC(=O)c1cc2ccccn2c2c(C(=O)OC)c(C(=O)OC)cc1-2	-15%	-15	nt	-2%	-10%	7%	-5
CC(C)NS(=O)(=O)c1ccc(OCC(=O)NCc2ccco2)cc1	-5%	4	-9%	3%	?	4%	-5
CCOC(=O)c1ccccc1NC(=O)CN1C(=O)c2ccccc2S1(=O)=O	-12%	-23	4%	-11%	13%	8%	-2
Cc1cccc(-c2nc3ccccc3c(=O)n2NC(=O)Cc2ccc(Cl)cc2)c1	-19%	-5	1%	1%	13%	4%	0
O=C(NNc1cc(Cl)cc(Cl)c1)c1c(F)cccc1Cl	-54%	-17	14%	0%	34%[activator]	0%	1
CC(C)(C)OC(=O)N1CCC(NC(=O)c2[nH]cnc2C(=O)Nc2ccccc2)CC1	23%	nt	?	nt	?	1%	nt
COCCn1c(=NC(=O)c2cc(Cl)sc2Cl)sc2cc(S(N)(=O)=O)ccc21	-31%	-14	12%	2%	12%	1%	-3
O=C(NCc1ccc(F)cc1)c1cnc(-c2ccccn2)nc1C(F)(F)F	3%	-11	nt	5%	25%	-3%	-4
CCCC[N+](C)(C)CCC(=O)NC(C)(C)CS(=O)(=O)[O-]	-13%	5	52%[activator]	-1%	48%[activator]	-14%	2
O=C(O)C1CC=CCC1C(=O)Nc1cc(Cl)ccc1Cl (stereo not drawn)	-23%	8	-5%	4%	48%	-3%	-5
CC1Cc2ccccc2N1CC(=O)NC(c1ccccc1)c1ccccc1 (stereo not drawn)	-11%	-11	10µM*	-2%	6.6µM*	28%	-1
COC(=O)c1sccc1NC(=O)Cn1nnc(-c2ccc(C)cc2)n1	-24%	-1	4%	-2%	nt	-3%	-1
CN(C)c1ccc(C(=O)NN2C(=O)c3ccccc3C2=O)cc1	-21%	43	32%[activator]	-2%	-23%	-11%	15*
Nc1[nH]c(N=NC(=O)c2ccccc2)c2ccccc12	-26%	84*	204%[activator]	-20%	70%[activator]	-7%	53*
CCn1cc(C(=O)Nc2ccc(C)cc2C)c(=O)c2ccc(C)nc21	-33%	-21	16%	-10%	12%	nt	-1

The closing two records of the section above are carried over, then new ones follow:
SMILES	AmpC no deterg	Shiga inhibitor	Pf growth 48h	LmPK inhibitor	Pf growth 96h	Tb PYK inh	CHX counter
Nc1[nH]c(N=NC(=O)c2ccccc2)c2ccccc12	-26%	84*	204%[activator]	-20%	70%[activator]	-7%	53*
CCn1cc(C(=O)Nc2ccc(C)cc2C)c(=O)c2ccc(C)nc21	-33%	-21	16%	-10%	12%	nt	-1
CCOc1ccc(S(=O)(=O)N2CCCC(C(=O)NCc3ccccc3)C2)cc1 (stereo not drawn)	1%	-15	13%	0%	37%[activator]	-7%	-2
CSCCC(NC(=O)COc1ccccc1)C(=O)OCCOc1ccc(Br)cc1 (stereo not drawn)	-19%	nt	-12%	nt	65%[activator]	3%	nt
Cc1c(C(=O)N/N=C/c2cccs2)nnn1-c1nonc1N	-7%	52*	22%	2%	-5%	0%	6
CCN(CC)C1=NS(=O)(=O)c2cc([N+](=O)[O-])ccc21	-21%	17	?	8%	?	0%	-6
CCOC(=O)c1ccc2nc(C)c(CCC(C)=O)c(Cl)c2c1	164%[activator]	93*	60%[activator]	-3%	80%[activator]	3%	39*
O=C(O)c1cc(S(=O)(=O)N(Cc2ccccc2)c2ccccc2Cl)ccc1Cl	-20%	-6	-19%	2%	-16%	-3%	-6
CCCCOc1ccc(OCCNC(=O)C2CCCN2C(=O)Nc2ccccc2)cc1 (stereo not drawn)	71%[activator]	-12	14%	3%	?	0%	-2
O=C(N/N=C/C=C/c1ccccc1)C1CC1(c1ccccc1)c1ccccc1 (stereo not drawn)	-46%	3	nt	1%	10µM*	-3%	11
Cc1cc(Cl)ccc1NC(=O)CSc1nnc(Cc2cccs2)n1Cc1ccco1	-29%	-2	?	7%	nt	-4%	-3
CCCC1=C(C(=O)OCC)C(c2ccc(N(C)C)cc2)n2ncnc2N1 (stereo not drawn)	-6%	-16	?	0%	?	1%	0
O=C(CCNS(=O)(=O)c1ccccc1)NNC(=O)c1csc(N2CCOCC2)n1	-9%	nt	0%	nt	31%[activator]	-5%	nt
COC(=O)c1ccc(-n2c(C)ccc2-c2ccccc2)cc1	-25%	2	?	-1%	?	-3%	14*
Cc1cccn2c(=O)c(C=NCc3ccccc3)c(NCCO)nc12	-21%	-10	-4%	1%	22%	2%	-4
O=C(O)CCC(=O)N1N=C(c2ccc(Br)cc2)CC1c1cccc(Br)c1 (stereo not drawn)	-22%	10	6.6µM*	4%	354%[activator]	0%	2
COCCN1CC(CNC(=O)c2cc(COc3ccccc3SC)on2)CC1=O (stereo not drawn)	83%[activator]	20	-13%	-4%	90%[activator]	0%	12*
CCc1cc(C(=O)OC)c(N2C(=O)C3C4C=CC(C4)C3C2=O)s1 (stereo not drawn)	1%	-6	22%	1%	14%	1%	-1
COc1ccc(S(=O)(=O)N2CCOCC2)cc1C(=O)N(C)CCOc1ccc(Cl)cc1	165%[activator]	nt	?	nt	?	0%	nt
COc1ccc(C(=O)OCC(=O)Nc2ccc(F)c(F)c2F)cc1OC	-9%	-11	-7%	3%	20%	-2%	-9
CC(C)CC(NC(=O)OC(C)(C)C)c1cn([C@@H](CCCCNC(=O)OC(C)(C)C)C(=O)N2CCN(C(=O)OC(C)(C)C)CC2)nn1 (stereo partly drawn)	174%[activator]	-13	?	2%	3.7µM*	-2%	-1
O=C1NCCN/C1=C\C(=O)c1ccc(Br)cc1	7%	64*	201%[activator]	-1%	346%[activator]	-2%	45*
O=c1c2ccccc2cnn1Cc1n[nH]c(=S)n1C1CC2CCC1C2 (stereo not drawn)	-23%	3	8%	?	7%	?	-1
CC1CCC2C(=O)N(c3ccc(NC4CCN(Cc5ccccc5)CC4)c([N+](=O)[O-])c3)C(=O)C2C1 (stereo not drawn)	17%	20	12µM*	-4%	18%	1%	-1
CCc1cc2c(=O)c(-c3ccc(F)cc3)c(C(F)(F)F)oc2cc1OCC(=O)O	-22%	5	-23%	0%	-14%	nt	-1
COc1ccccc1N(CC(=O)N1CCCCC1)S(=O)(=O)c1ccccc1	-15%	-17	-26%	0%	12µM*	3%	-2
CCOc1ccc(C2c3c(oc4ccccc4c3=O)C(=O)N2c2ccc(C)cn2)cc1OC (stereo not drawn)	-38%	2	4%	14%	23%	-7%	-2
CCCn1c(SCC(=O)Nc2ccc3c(c2)OCCO3)n[nH]c1=O	-13%	nt	-12%	nt	2%	1%	nt
Cc1cc(Oc2ccc(N)cn2)cc(C)c1Cl	-7%	20	5%	2%	24%	-9%	1
O=C1NC(=O)C(C/C=C/c2ccccc2)C(=O)N1	-17%	-9	6%	4%	10%	-21%	-8
COc1cccc(N2C(=O)Nc3ccc(Br)cc3C2(O)C(=O)NCCN(C)C)c1 (stereo not drawn)	-22%	-5	-3%	-2%	16%	6%	-6
Clc1ccc(CNc2cnccn2)cc1Cl	-20%	-2	nt	-2%	2%	-1%	-3
O=C(COc1ccccc1)Nc1nnc(-c2ccc(F)cc2)o1	-42%	24	22%	2%	12µM*	0%	9
COc1ccc(/C(N)=N/OC(=O)C2CCCCC2)cc1	-16%	136*	186%[activator]	-4%	200%[activator]	-8%	43*

The order is random (roughly 22% active in at least one column).
